HCMV inh – qHTS Assay for inhibitors of the human cytomegalovirus (HCMV); hit rate 4.5% among 410,000; HFF cells, HCMV-luciferase reporter, 72 h; active compounds read low; activity change, negative = inhibition, % at 57.5 µM; in the data active = activity change below about -60%; inconclusive = no clear call, values can overlap the other calls; inactive = above about -39%
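Human foreskin fibroblasts infected with luciferase-reporter HCMV at MOI 1 PFU/cell, compounds at two doses. Luciferase measured 72 h post infection; normalized to buffer-only basal and Salinomycin (10uM) controls.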
Active calls of the source: *; u = inconclusive. % is set by controls: 0 for no effect and ±100 for the full control effect.

SMILES	HCMV inh
Cc1cc(C)c(S(=O)(=O)N[C@H]2CC[C@@]34CCCN3C(=O)CCC[C@H]4[C@H]2Cc2ccccc2)c(C)c1	-21.9
CCCCN1C[C@H](Cc2ccccc2)[C@@H](CC(=O)NC)C1=O	15.1
O=C(NCCS(=O)(=O)N1CCN(c2ccccc2)CC1)C12CC3CC(CC(C3)C1)C2	u
COC(=O)[C@@H]1[C@@H](CO)[C@@H]2Cn3c(ccc(Br)c3=O)[C@@H]2N1C	0.4
CC(C)(C)Cc1c(-c2cccc(Br)c2)nc2ccc(Cl)cn12	-23.5
C#CCNC(=O)C[C@@H]1C[C@@]2(C(=O)OC)CCCCC=C2N(Cc2ccco2)C1=O	4.9
Cc1ccc([C@@H]2CC(=O)[C@@H]3CN(S(=O)(=O)c4ccc(C)cc4)[C@H](c4ccccc4F)C[C@@H]3N2S(=O)(=O)c2ccc(Cl)cc2)cc1	-2.1
COc1ccc(OCCn2c(C)nc3ccccc32)cc1	-23.2
CCOC(=O)N(C)c1c(CC)nc2c(OCc3ccccc3C)cccn12	-4.8
CC(=O)c1ccc(Nc2nc(C(N)CCc3ccccc3)cs2)cc1 (stereo not drawn)	-8.4
COc1ccc(CCN2C(=O)c3ccccc3C2c2nnnn2Cc2ccccc2)cc1OC (stereo not drawn)	-15.5
CCCS(=O)(=O)NC(=O)C1(C)CCCN(C(=O)c2cc(-c3cccs3)oc2C)C1 (stereo not drawn)	-35.2
Cc1ccccc1NC(=O)N[C@H]1CC[C@@]23CCCN2C(=O)CCC[C@H]3[C@H]1C	-7.4
CCOc1ccc(NC(=O)COC(=O)c2c[nH]c3ccccc23)cc1	37.8
CNc1cc(-c2ccc(OC)c(OC)c2)ncn1	95.0
Cc1ccc(-c2ccc(CN3C(CC(C)C)C(=O)N(Cc4cn(CCC5OCCCO5)nn4)CCS3(=O)=O)cc2)cc1 (stereo not drawn)	-14.7
CC(C)NC(=O)N(C)C[C@@H]1OCc2cnnn2CCCC(=O)N([C@H](C)CO)C[C@H]1C	19.0
CCCCC[C@H](C)N1C[C@H](COCc2ccccc2)Oc2cc(N3CCC[C@@H]3COC)ccc2S1(=O)=O	-18.4
CC(C)C[C@H]1COc2cccc(N3CCCCC3)c2S(=O)(=O)N1	-4.9
NC(=O)c1cnc(Cc2c[nH]c3ccccc23)c(I)c1	-15.3
CC(C)CC1C(=O)N(Cc2cn(CC3CCCCC3)nn2)CCS(=O)(=O)N1Cc1ccc(-c2ccc(Cl)cc2)cc1 (stereo not drawn)	6.0
COc1cc(OC)nc(C(NC(=O)C2CCN(Cc3c[nH]c4ccccc34)CC2)c2ccc(Cl)cc2)n1 (stereo not drawn)	-18.0
CC1=C(C(=O)N2CCCCCC2)CC(CC(=O)NC(c2ccccc2)c2ccccc2)C(=O)N1CCC1=CCCCC1 (stereo not drawn)	28.6
COc1ccc(CN2C[C@@H](CO)O[C@@H](n3cnc4c(NCc5ccncc5)ncnc43)C2)cc1	-1.4
Cc1ccc(Cc2c(-c3ccc(C)cc3)nc3ccc(Cl)cn23)cc1	-5.0
COCCNc1nc(Oc2ccc(CC(=O)OC)cc2)c2sc(-c3ccccc3)cc2n1	4.9
CN(C(=O)COC(=O)c1c[nH]c2ccccc12)c1ccccc1	u
COC(=O)C(O)(c1ccccc1)C(Nc1ccc(OC)cc1)c1ccc(Br)cc1 (stereo not drawn)	-4.8
COc1cccc(NC(=O)N(C)C[C@@H]2Oc3cc(Br)ccc3S(=O)(=O)N([C@@H](C)CO)C[C@H]2C)c1	-2.8
O=C1CCC[C@H]2[C@@H](Cc3ccccc3)[C@@H](NCC3CCCCC3)CC[C@]23CCCN13	12.8
Cc1cc(Br)cn2c(Cc3ccccc3C(F)(F)F)c(-c3cccc(Br)c3)nc12	-6.9
Cc1ccc(S(=O)(=O)N2CCCCC2)cc1NC(=O)c1ccco1	-29.0
C[C@H]1CN([C@@H](C)CO)S(=O)(=O)c2ccc(Br)cc2O[C@@H]1CN(C)S(=O)(=O)c1ccccc1	-9.3
CC1(C)CC(=O)C=C(C2CC2)C1=O	-6.0
Cn1c(=O)c2c(nc(N3CCN(Cc4ccccc4)CC3)n2CC(=O)c2ccccc2)n(C)c1=O	1.3
C[C@H](CO)N1C[C@H](C)[C@H](CN(C)C(=O)Nc2cccc(F)c2)Oc2cc(Br)ccc2S1(=O)=O	-25.9
CCCCOCCCNC(=O)C[C@@H]1C[C@@]2(C(=O)OC)CC(C)(C)CC=C2N(Cc2cccc3ccccc23)C1=O	-33.2
COc1cc(Cl)ccc1OCc1cc(C(=O)N2CCN(C3CCCCC3)CC2)no1	7.9
NC(Cc1ccc(C(F)(F)F)cc1)c1csc(Nc2cc(Oc3ccccc3)ncn2)n1 (stereo not drawn)	-27.1
COc1ccc(-c2cc(NC=O)c3ncc(-c4cccc(C(=O)NCCN(C)C)c4)n3c2)cc1	-65.6*
CC(C)C1C(=O)N(Cc2cn(CCC3OCCCO3)nn2)CCS(=O)(=O)N1Cc1ccc(-c2cccc(N(C)C)c2)cc1 (stereo not drawn)	-3.1
O=C(NC(c1ccc(F)cc1)c1ccc2ccccc2n1)C1CCN(Cc2ccc3ccccc3n2)CC1 (stereo not drawn)	62.2
O=C(CCc1ccc(O)cc1)NN=Cc1cc(Br)ccc1O	13.3
CC1(c2nc3ccccc3[nH]2)CCC2=Nc3ccccc3CN21 (stereo not drawn)	-7.0
O=C(NC(c1ccc(Cl)cc1)c1ccsc1)C1CCN(Cc2cccc(Cl)c2)CC1 (stereo not drawn)	-8.3
CC(C)NC(=O)C1(C)CSCC(=O)N1C1CC1 (stereo not drawn)	67.3
COC(=O)[C@]12CCCCC=C1N(CCC1=CCCCC1)C(=O)[C@H](CC(=O)N1CCN(C(=O)C3CC3)CC1)C2	-25.3
CCN(CC)C(=O)C1=C(C)N(Cc2ccccc2)C(=O)C(CC(=O)NC2CC2)C1 (stereo not drawn)	-19.2
O=C(/C=C/[C@H]1O[C@@H](n2ccc(=O)[nH]c2=O)[C@H](O)[C@@H]1O)NCCN1CCCCC1	13.5
Cc1ccc(S(=O)(=O)N2CCCc3ccccc32)cc1	-15.6
CC1=C(C(=O)Nc2cc(C(=O)N3CCN(c4ccc(Cl)cc4)CC3)ccc2C)SCCO1	u
CC1(C(=O)NCc2ccc3c(c2)OCO3)CCN1C(=O)C1(c2ccc(Cl)cc2)CC1 (stereo not drawn)	-22.9
O=C(Nc1ccc(F)c(Cl)c1)c1cc(C2CCCN(C(=O)CCc3ccccc3)C2)on1 (stereo not drawn)	46.1
CCOc1ccccc1N1CCN(CC(=O)N(C)CC(=O)Nc2ccccc2CC)CC1	-23.7
O=C(CC[C@H]1O[C@@H](n2cnc3c(NC(=O)c4ccccc4)ncnc32)[C@H](O)[C@@H]1O)NCCc1cc2ccccc2[nH]1	7.3
O=C1C(=Cc2ccc(Cl)cc2)CCc2ccccc21	18.0
COc1cc(NC(=O)C2(C)CCCN2C)cc(OC)c1OC (stereo not drawn)	26.0
COc1ccc(-c2sc3ccccc3c2-c2cc(OC)ccc2C=O)cc1	16.7
C[C@H]1[C@@H](NS(=O)(=O)c2ccc(C#N)cc2)CC[C@@]23CCCN2C(=O)CCC[C@@H]13	6.2
COc1ccc(C(O)c2ncc(-c3ccccc3OC)[nH]2)cc1 (stereo not drawn)	2.2

(next part)
SMILES	HCMV inh
OC[C@@H]1CN(Cc2ccccc2)C[C@H](n2cnc3c(NC4CCCC4)ncnc32)O1	13.0
Nc1nc(-c2ccccc2)nc2nonc12	-28.0
O=C(O)c1ccc(CSCc2ccccc2)o1	-84.7*
CCCCc1ccc(S(=O)(=O)NC(=O)C2(C)CCN2C(=O)Cc2ccccc2)cc1 (stereo not drawn)	14.0
CCOC(=O)C1=C(C)N(CCCC(=O)O)C(=O)NC1c1ccc(Br)cc1 (stereo not drawn)	5.4
Nc1ccn(CCCN2CCN(Cc3cccc4ccccc34)CC2)c(=O)n1	-10.4
CCC1(c2ccc(C)cc2)C(=O)NC(=S)NC1=O	-1.1
C[C@H]1CN([C@@H](C)CO)C(=O)c2cc(-c3ccccc3F)cnc2O[C@H]1CN(C)C(=O)C1CCOCC1	-6.5
CC1(C(=O)NS(=O)(=O)c2ccc(F)cc2F)CCN1C(=O)CC1CC1 (stereo not drawn)	8.2
COC(=O)C[C@H]1C=C[C@H](NC(=O)c2ccccn2)[C@@H](CO)O1	-13.0
O=C(Nc1ccc(Cl)cn1)c1ccccc1-c1ccccc1	-19.1
O=C1NN=C2CCCCCCC12 (stereo not drawn)	-4.6
Cc1ccc(Cl)cc1-c1cc(C(=O)NCc2ccc(C(F)(F)F)cc2)[nH]n1	8.5
O=C1NC[C@@H](CCCCN2C[C@H](Cc3ccc(O)cc3)N(CCC3CCCCC3)C(=O)C2=O)N(CC2CCCCC2)C1=O	1.7
COc1ccc(N2CCN(CC(=O)Nc3c(C)cccc3C)CC2)cc1	2.5

As a working copy, 13 of the compounds above:
SMILES	HCMV inh
O=C(O)c1ccc(CSCc2ccccc2)o1	-84.7*
CCCCc1ccc(S(=O)(=O)NC(=O)C2(C)CCN2C(=O)Cc2ccccc2)cc1 (stereo not drawn)	14.0
CCOC(=O)C1=C(C)N(CCCC(=O)O)C(=O)NC1c1ccc(Br)cc1 (stereo not drawn)	5.4
Nc1ccn(CCCN2CCN(Cc3cccc4ccccc34)CC2)c(=O)n1	-10.4
CCC1(c2ccc(C)cc2)C(=O)NC(=S)NC1=O	-1.1
C[C@H]1CN([C@@H](C)CO)C(=O)c2cc(-c3ccccc3F)cnc2O[C@H]1CN(C)C(=O)C1CCOCC1	-6.5
CC1(C(=O)NS(=O)(=O)c2ccc(F)cc2F)CCN1C(=O)CC1CC1 (stereo not drawn)	8.2
COC(=O)C[C@H]1C=C[C@H](NC(=O)c2ccccn2)[C@@H](CO)O1	-13.0
O=C(Nc1ccc(Cl)cn1)c1ccccc1-c1ccccc1	-19.1
O=C1NN=C2CCCCCCC12 (stereo not drawn)	-4.6
Cc1ccc(Cl)cc1-c1cc(C(=O)NCc2ccc(C(F)(F)F)cc2)[nH]n1	8.5
O=C1NC[C@@H](CCCCN2C[C@H](Cc3ccc(O)cc3)N(CCC3CCCCC3)C(=O)C2=O)N(CC2CCCCC2)C1=O	1.7
COc1ccc(N2CCN(CC(=O)Nc3c(C)cccc3C)CC2)cc1	2.5

Further records
SMILES	HCMV inh
O=C(Nc1c2c(nn1-c1ccccc1)CS(=O)(=O)C2)C1CC1	14.9
CC1OC(C2CCCCC2)Cc2[nH]c(=S)[nH]c(=O)c21 (stereo not drawn)	-4.1
O=C1C=CC(c2c[nH]c3ccccc23)CC1 (stereo not drawn)	4.2
Cc1cccc(C)c1NC(=O)C1(C)CCC(=O)N1c1cc(C(C)(C)C)nn1C (stereo not drawn)	-20.4
COC(=O)C(c1ccccc1)(c1cn(C)c2ccc(OC)cc12)C(Nc1ccccc1)c1ccccc1 (stereo not drawn)	-24.0
O=[N+]([O-])c1ccc(COc2ccccc2CO)cc1	63.0
COc1ccc(Br)c(Cn2c(C)c(C(=O)NCc3cccs3)sc2=O)c1	74.8
COc1ccc(NC(=O)CN2C(=O)NC(C)(Cc3ccc(OC)c(OC)c3)C2=O)cc1 (stereo not drawn)	2.3
CC1(C(=O)NS(=O)(=O)c2ccc(Cl)s2)CCN1C(=O)Cc1ccc(Cl)cc1Cl (stereo not drawn)	-16.7
CC(C)C1C(=O)N(Cc2cn(CCC3OCCCO3)nn2)CCS(=O)(=O)N1Cc1ccc(-c2ccc(Cl)nc2)cc1 (stereo not drawn)	16.2
COc1cc(O)c(C=NN2C(=O)CSC2=S)c(OC)c1	-16.0
CCOC(=O)C1CCCN(C(=O)c2cc(C(C)(C)C)nn2C)CC1 (stereo not drawn)	13.4
CCN(CC)c1c(C)nc2ccc(C(=O)NCc3ccc4c(c3)OCO4)cn12	1.5
CNC(=O)c1cc(Oc2ccc(NC(=O)c3[nH]c(-c4ccccc4)c4c3C(=O)N(C)C4=O)cc2)ccn1	15.0
C[C@@H]1CN([C@H](C)CO)C(=O)c2cc(Br)cnc2O[C@@H]1CN(C)C(=O)Nc1cccc(F)c1	13.8
CCOC(=O)C1(C)CCCN1C(=O)c1cccc(OC)c1 (stereo not drawn)	12.8
COc1cc(C)c(CN2CCN(C(=O)CCC(=O)c3ccc(C)s3)CC2)cc1OC	u
COC(=O)[C@@]12C[C@@H](CC(=O)N3CCCCC3)C(=O)N(Cc3ccco3)C1=CCC(C)(C)C2	-26.7
CC(C)(C)OC(=O)N1CCC[C@H]1C(=O)N1CCC[C@H]1C(=O)NCc1ccncc1	9.3
COc1ccc(-c2cnc(C(O)c3ccc(OC)c(F)c3)[nH]2)cc1 (stereo not drawn)	u
O=C(C1CCCCC1)N1C[C@H](n2cc(-c3ccc(F)cc3)nn2)[C@@H](O)C[C@@H]1c1ccc(Cl)cc1	5.8
CN1CCN(S(=O)(=O)c2ccc(F)cc2)CC1	-35.3
Cc1ccc(-c2nc3cc(C)c(Br)c(C)n3c2CC(C)(C)C)cc1	29.9
CCCc1c(-c2ccc(Cl)cc2)ncn1Cc1ccccc1OC	-2.9
COc1ccc(C(O)c2nc(-c3cccc(NC(C)=O)c3)cs2)cc1 (stereo not drawn)	37.1
COc1ccc(OCC2CN(C3CCCC3)S(=O)(=O)CCO2)cc1 (stereo not drawn)	-17.6
Cn1nc(C(C)(C)C)cc1C(=O)N1CCCCC1c1cc(C(=O)NCc2cccnc2)no1 (stereo not drawn)	28.2
CC1(C(=O)Nc2ccc3c(c2)OCCO3)CN(S(C)(=O)=O)CC(=O)N1Cc1ccco1 (stereo not drawn)	10.8
CCCCN1C(=O)C(CC(=O)NC(c2ccccc2)c2ccccc2)CC(C(=O)N(C(C)C)C(C)C)=C1C (stereo not drawn)	1.6
CCOC(=O)C(=C1Nc2ccccc2N1)n1c(-c2ccco2)nc2ccccc21	0.1

High-throughput results (PubChem BioAssay)

These rows are one share of the data; rates above refer to the full screens.
